# Screens as filed in PubChem BioAssay.
# TDP2 inh: human TDP2 enzyme inhibitors, primary screen, biochemical, epi absorbance, recombinant enzyme. inhibition, % at 12.8 µM. AID 720702, 2013. 0.34% of 370,000 active. T5PNP hydrolysis, p-nitrophenol absorbance 415 nm;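 active means inhibition above the mean of all tested compounds plus 3 SD, set per campaign, cut at about 25% in these data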;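 further: 0% = DMSO with enzyme and 100% = buffer with substrate but no TDP2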
# Target sequence (O95551 whole entry, looked up): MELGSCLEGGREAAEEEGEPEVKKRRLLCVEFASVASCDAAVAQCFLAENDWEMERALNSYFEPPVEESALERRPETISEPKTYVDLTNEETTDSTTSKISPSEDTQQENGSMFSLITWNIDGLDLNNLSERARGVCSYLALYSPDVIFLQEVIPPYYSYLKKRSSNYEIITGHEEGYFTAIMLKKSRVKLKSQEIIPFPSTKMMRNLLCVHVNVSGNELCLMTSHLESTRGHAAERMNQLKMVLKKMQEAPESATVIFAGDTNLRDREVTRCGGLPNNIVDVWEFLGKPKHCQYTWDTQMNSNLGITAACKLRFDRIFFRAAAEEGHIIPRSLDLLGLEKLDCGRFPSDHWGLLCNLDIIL
#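 Evaluation: % inhibition relative to enzyme-containing and enzyme-free wells. Material: recombinant human TDP2. Benchmarks: enzyme-free and DMSO wells. Timing: enzyme reaction with compound for 2 h at 37 °C. Compound dosing: 12.8 µM only. Measured by: p-Nitrophenol epi absorbance. Reagent: T5PNP substrate at 5 mM, a TopII-DNA adduct mimic. Replication: single well per compound.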
# PLC-gamma1 inh: PLC-gamma1 enzyme inhibitors, primary screen, biochemical, fluorescence, purified enzyme; fluorogenic substrate; inhibition, % at 12.2 µM; 0.84% of 370,000 active; AID 720700, 2013; in the data active means inhibition above about 9.5%
# ARFGAP1 inhibitor: inhibitors of rat ARFGAP1 GAP activity, primary screen, biochemical, fluorescence polarization, GDP tracer. ADP-ribosylation factor GTPase-activating protein 1 (Rattus norvegicus), Q62848. inhibition, % at 16.5 µM. 0.26% of 360,000 active. AID 651572, 2012. Arfgap1-stimulated ARF1 GTP hydrolysis, GDP FP detection;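 active means inhibition above a per-plate limit, mean inhibition of low control wells plus 3 SD, cut at about 25% in these data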;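 further: 0% = DMSO wells with enzyme and 100% = wells lacking Arfgap1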
# Target sequence (Q62848 1-136 limits assumed): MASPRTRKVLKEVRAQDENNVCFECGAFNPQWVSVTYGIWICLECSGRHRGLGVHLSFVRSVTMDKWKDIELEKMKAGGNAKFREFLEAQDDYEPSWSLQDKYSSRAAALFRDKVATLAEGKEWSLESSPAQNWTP
#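 material = rat Arfgap1 catalytic domain, aa 1-136 | also added = human ARF1(Δ1-17)-GTP substrate | compound dosing = one concentration, 16.5 µM, DMSO 1.26% | times = GTP hydrolysis reaction 2 h at 25 °C | measured by = FP, GDP Alexa 633 tracer displaced from anti-GDP antibody, 620/688 nm | evaluation = percent inhibition of Arfgap1-stimulated GTP hydrolysis | replication = single well per compound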
# ADAM10 inh: human ADAM10 inhibitors, primary screen, biochemical, QFRET, HTS. 0.62% of 370,000 active. AID 720582, 2013. recombinant ADAM10, EDANS/DABCYL FRET peptide cleavage, 3 h. Disintegrin and metalloproteinase domain-containing protein 10 (Homo sapiens), O14672. inhibition, % at 7 µM;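 active means inhibition above a per-campaign cutoff equal to the mean of compounds falling between control-based bounds plus 3 SD, cut at about 20% in these data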;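 further: 0% = DMSO wells while the 100% control is not disclosed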
# Tn7 DDE FP: inhibitors of Tn7 peptide binding to fibrin DD(E), primary screen, biochemical, fluorescence polarization, human fibrin, Tn7 probe; AID 720508, 2013; Fibrinogen beta chain (Homo sapiens), P02675; 0.13% of 370,000 active; FP displacement of FITC-Tn7 peptide from fibrin DD(E); 0% = median of compound wells per plate; inhibition, % at 8.3 µM;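 active means inhibition above the mean of compounds falling within the control limits plus 3 SD of them, cut at about 14% in these data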;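 further: 0% = plate median of compound wells and 100% = 10 µM Aha-Tn7 peptide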
#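 assay system = human clot-derived fibrin DD(E) complex | quantity = Fibrin-DD(E) at 2 µM final | timing = 10 min preincubation, 3 h with tracer, room temperature | signal = fluorescence polarization | measure = percent inhibition | benchmarks = high control wells with 10 µM unlabelled Aha-Tn7 peptide (full inhibition) | replicates = singlicate testing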
# ASAP1 inh: inhibitors of human ASAP1 ArfGAP activity, primary screen, biochemical, fluorescence polarization; Arf-GAP with SH3 domain, ANK repeat and PH domain-containing protein 1 (Homo sapiens), …; ASAP1-stimulated ARF1 GTP hydrolysis, GDP FP detection; inhibition, % at 16.5 µM; 0.19% of 360,000 active; in the data active means inhibition above about 25%;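 further: 0% = vehicle with enzyme and substrate and 100% = no enzyme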
# ADAM17 inh: ADAM17 inhibitors, primary screen, biochemical, QFRET. inhibition, % at 6.95 µM. AID 720648, 2013. Disintegrin and metalloproteinase domain-containing protein 17 (Homo sapiens), P78536. recombinant ADAM17, EDANS/DABCYL FRET peptide cleavage. 0.83% of 370,000 active;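 active means inhibition above the mean of compounds lying between control limits plus 3 SD, set per campaign, cut at about 8.5% in these data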;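 further: 0% = DMSO-only wells as the low control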
# proKLK7 act: proKLK7 zymogen activators, primary screen, biochemical, fluorescence intensity; Kallikrein-7 (Homo sapiens), P49862; purified proKLK7, EDANS-DABCYL substrate fluorescence; 100% is mature enzyme control, 0% vehicle; activation, % at 7 µM; 0.9% of 370,000 active; AID 652039, 2013;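 active means activation above the mean of all tested compounds plus 3 SD, computed per campaign excluding outliers beyond control limits, cut at about 13% in these data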
# Target sequence (P49862 whole entry, looked up): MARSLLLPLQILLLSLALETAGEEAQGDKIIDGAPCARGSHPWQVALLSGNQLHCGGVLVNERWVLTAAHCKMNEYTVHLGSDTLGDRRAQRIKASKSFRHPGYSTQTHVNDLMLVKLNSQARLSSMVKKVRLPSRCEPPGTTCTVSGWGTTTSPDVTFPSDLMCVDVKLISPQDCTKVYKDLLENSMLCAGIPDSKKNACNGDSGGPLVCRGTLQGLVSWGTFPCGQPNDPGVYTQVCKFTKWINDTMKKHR
# LEDGF integ inh: blockers of LEDGF/p75-dependent integrase strand transfer – biochemical, TR-FRET, high throughput, primary screen; HIV-1 integrase (with human LEDGF/p75); TR-FRET IN-LEDGF/p75 DNA integration, Eu/Cy5; inhibition, % at 3.7 µM; 0.64% of 370,000 active; AID 743269, 2014;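 active means inhibition above the screen-wide mean plus 3 SD, cut at about 13% in these data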;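 further: signal is the Cy5 over europium emission ratio at 671 and 618 nm; 0% = plate median of compound wells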
# Tn6 DDE FP: inhibitors of Tn6 peptide binding to fibrin DD(E), primary screen, biochemical, fluorescence polarization, human fibrin, Tn6 probe; Fibrin DD(E) TRITC-Tn6 fluorescence polarization displacement; inhibition, % at 8.3 µM; 0.21% of 370,000 active; AID 720509, 2013;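 active means inhibition above a per-campaign cutoff: mean of compounds within control limits plus 3 SD, cut at about 15% in these data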;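 further: 0% = median of all compound wells on the plate and 100% = blocking peptide control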
# * = called active by the depositor; i = inactive.
TDP2 inh	PLC-gamma1 inh	ARFGAP1 inhibitor	ADAM10 inh	Tn7 DDE FP	ASAP1 inh	ADAM17 inh	proKLK7 act	LEDGF integ inh	Tn6 DDE FP	SMILES
-0.2	-5.0	-8.2	-1.2	1.9	8.2	-1.5	-0.5	0.8	2.6	CSc1nc(-c2ccc(Cl)cc2)c(C#N)c(=O)[nH]1
-0.4	-0.6	-4.6	-7.3	2.2	-1.4	-5.3	0.1	-4.2	10.8	O=C(NCc1csc(-c2cccs2)n1)Nc1ccc(C(F)(F)F)cc1
0.8	-9.3	-0.2	-4.0	-7.7	7.8	-2.4	0.4	0.0	0.5	Cc1ccc(Sc2c(O)c3ccccc3n(C)c2=O)cc1
-3.4	-2.1	2.2	3.0	-0.5	1.7	1.2	0.0	2.6	3.5	CC(C)[C@H](NC(N)=O)C(=O)NCCc1ccc(Cl)cc1
-25.8	7.6	6.5	1.5	1.4	3.0	2.5	-0.3	6.7	4.7	CC(NC(=O)CCNC(=O)c1ccc(Br)cc1)c1ccc(S(N)(=O)=O)cc1 (configuration not stated)
-5.4	-2.9	2.1	-33.8	1.4	7.1	-10.5	-1.1	-6.8	4.5	COc1ccccc1OCc1n[nH]c(=S)n1Cc1ccccc1
-11.8	-5.6	-2.0	-6.2	1.5	-8.5	-1.2	-0.1	0.5	4.1	COC(=O)CSc1snnc1-c1ccc(Cl)cc1Cl
-9.8	4.3	-0.5	11.9	2.0	9.1	0.1	0.3	4.1	-0.6	CS(=O)(=O)N(CC(=O)NC1CCCCCC1)Cc1ccccc1
-2.8	-1.4	-6.6	2.3	-4.4	-2.1	0.5	1.0	4.9	0.0	CCCCOc1ccc(S(=O)(=O)NC(=O)C2(C)CCN2C(=O)CCc2ccccc2)cc1 (configuration not stated)
3.1	-0.5	-1.7	-8.3	-1.9	6.4	-2.2	-0.9	-6.6	-6.5	CCOC(=O)Cn1c(=S)[nH]c2c(oc3ccc(Cl)cc32)c1=O
-2.3	1.6	4.7	3.9	1.0	-19.0	-4.9	0.5	0.3	-0.8	Cn1c(Cl)cnc1C1CC(=O)c2cc(Cl)ccc2O1 (configuration not stated)
-7.8	2.9	-18.2	6.3	-4.1	1.1	-1.4	-0.3	-0.2	-2.9	Cc1nc(C(C)NC(=O)c2cc(COc3ccc(F)c(F)c3)on2)cs1 (configuration not stated)
-3.6	0.1	-2.6	-4.4	-4.7	-10.6	0.5	-0.3	-2.5	1.1	Cc1cc(Nc2c(C)cccc2C)n2nc(C)nc2n1
-3.4	-43.9	2.3	-15.2	2.8	4.8	-10.0	53.6*	-3.9	3.9	CN(C(=O)C1CCCO1)c1nnc(-c2cnccn2)s1 (configuration not stated)
0.7	-0.3	-9.1	1.9	-2.6	5.1	0.7	0.2	4.3	-7.9	Cc1ccc2c(CC(=O)OC(C)C(=O)Nc3ncc(Cl)cc3Cl)coc2c1 (configuration not stated)
-9.7	i	-7.4	i	3.9	5.0	i	-93.0	-1.4	0.7	OC[C@@H]1[C@@H](c2ccc(F)cc2)C(c2ccccc2)=NN1c1ccccc1
-1.6	-69.6	6.0	-17.4	6.1	11.0	-9.7	-4.6	-1.1	-7.2	NNc1nc(-c2ccccc2Cl)c2cc(Br)ccc2n1
7.4	0.6	-9.3	-12.4	-4.0	4.1	-2.2	0.5	-5.3	0.4	COc1ccc(C(=O)NCC(c2cccs2)N2CCOCC2)cc1OC (configuration not stated)
0.0	-2.2	-3.8	5.2	-9.0	3.1	-2.7	-0.1	1.7	-3.1	C#CCN1CC(COc2ccccc2)OCCS1(=O)=O (configuration not stated)
12.9	0.9	10.3	0.0	-4.5	-4.4	-1.3	0.1	0.7	-0.4	CC(C)CNC(=O)c1cccc2c1-c1ccccc1C2=O
-5.1	1.6	-7.5	-5.3	-6.2	-10.4	-6.4	0.2	-4.7	7.9	CCOc1ccc(C2CC(=O)NC2=O)cc1 (configuration not stated)
5.6	1.4	-14.3	5.8	4.7	6.2	1.1	0.5	2.1	4.5	CC1CN(C(=O)c2ccc(Br)c(S(=O)(=O)N3CCOCC3)c2)CC(C)O1 (configuration not stated)
2.8	0.7	0.3	3.6	-3.4	-1.9	0.1	-0.4	1.4	11.7	O=C(Oc1cccnc1)c1ccc([N+](=O)[O-])cc1Cl
-10.6	-6.3	18.5	-2.4	0.9	5.3	-1.4	0.4	-0.2	1.7	COc1ccc(Nc2ncc(C(=O)N3CCC(C(N)=O)CC3)c3ccccc23)cc1
-0.2	-0.3	7.3	-5.2	-4.2	0.2	-1.4	0.9	0.8	4.2	C[C@@H]1CN([C@H](C)CO)C(=O)c2cc(NS(=O)(=O)c3cccs3)ccc2O[C@H]1CN(C)Cc1ccccc1
-6.7	-5.0	4.5	1.8	-0.2	-3.3	1.9	0.2	-0.1	9.5	Cc1ccccc1CC(=O)Nc1cccnc1
-0.7	0.4	-17.1	-10.4	-1.5	-1.6	1.6	0.0	1.2	-5.4	O=C1/C(=C/c2ccc(F)cc2)CCC1C1CCCC1 (configuration not stated)
3.5	-0.3	-7.8	-6.2	-0.7	10.4	-2.0	0.0	-0.6	-4.0	CCO/N=C(/c1nonc1N)N1CCN(c2ccc([N+](=O)[O-])cc2)CC1
1.6	-1.5	-3.6	-6.7	2.0	3.4	-6.4	-0.5	-1.4	5.5	CCCc1cc(Nc2ccc(C)cc2)n2ncnc2n1
1.4	-9.5	-4.5	-3.3	7.1	-7.1	0.9	-1.1	7.7	-8.8	O=C(O)Cc1ccc(N=Nc2c(O)c(C(=O)O)cc3ccccc23)cc1
2.1	2.0	14.1	0.1	-8.8	-9.7	0.1	-0.1	6.5	-0.9	O=C(CN1CCC(N2CCCCC2)CC1)N1CCOCC1
12.0	3.3	6.0	5.5	-4.5	-0.8	-2.5	0.3	3.4	1.3	O=C(c1ccc(S(=O)(=O)N2CCOCC2)cc1)N1CCN(S(=O)(=O)c2ccc(Cl)s2)CC1
4.5	-0.2	-6.7	0.9	-1.0	4.4	-1.4	-0.3	2.5	6.5	Cc1cccc(NC(=O)CN2CCN(CC(=O)Nc3cccc(C)c3)CC2)c1
-6.9	-19.1	1.4	9.1	3.2	10.5	3.8	-1.2	-1.9	1.0	CCc1nc2ccc(C(=O)Nc3ccc(OC)c(OC)c3)cn2c1N(C)Cc1cccs1
-22.2	12.1*	4.2	8.8	-6.4	-5.5	7.6	0.6	-1.4	-10.2	CCN(CC)S(=O)(=O)c1cccc(-c2nnc(SCC(N)=O)n2CCc2ccccc2)c1
-4.9	2.6	9.7	3.1	2.7	23.8	-2.5	-0.3	1.6	-0.5	Cc1ccc(N(C(=O)c2csnn2)C(C(=O)NC2CCCC2)c2cccnc2)cc1 (configuration not stated)
14.6	0.2	-19.2	-9.9	-0.5	6.7	-8.1	0.3	-1.1	4.0	CN(C)CCCCOc1ccc(Br)cc1Cl
-3.0	-89.8	-10.8	-15.1	-7.6	1.1	-4.2	0.3	-0.1	1.7	COc1ccc(OC)c2[nH]c(=O)c(CCNC(=O)c3ccc4c(c3)OCO4)cc12
11.4	-2.4	-6.3	-4.4	0.8	-3.4	-2.5	-0.2	-2.1	-7.6	O=C(NC1(C(F)(F)F)NC(=O)N(c2ccccc2F)C1=O)c1ccncc1 (configuration not stated)
7.5	-6.4	-0.6	-12.2	-2.5	10.2	-3.6	0.4	-1.0	-3.3	O=C1C=CC(c2c[nH]c3ccccc23)CC1 (configuration not stated)

# Some of the entries so far, with each value named.
Cc1ccc(N(C(=O)c2csnn2)C(C(=O)NC2CCCC2)c2cccnc2)cc1 (configuration not stated)
  TDP2 inh: -4.9	PLC-gamma1 inh: 2.6	ARFGAP1 inhibitor: 9.7	ADAM10 inh: 3.1	Tn7 DDE FP: 2.7	ASAP1 inh: 23.8	ADAM17 inh: -2.5	proKLK7 act: -0.3	LEDGF integ inh: 1.6	Tn6 DDE FP: -0.5

CN(C)CCCCOc1ccc(Br)cc1Cl
  TDP2 inh: 14.6	PLC-gamma1 inh: 0.2	ARFGAP1 inhibitor: -19.2	ADAM10 inh: -9.9	Tn7 DDE FP: -0.5	ASAP1 inh: 6.7	ADAM17 inh: -8.1	proKLK7 act: 0.3	LEDGF integ inh: -1.1	Tn6 DDE FP: 4.0

# Later entries.
TDP2 inh	PLC-gamma1 inh	ARFGAP1 inhibitor	ADAM10 inh	Tn7 DDE FP	ASAP1 inh	ADAM17 inh	proKLK7 act	LEDGF integ inh	Tn6 DDE FP	SMILES
-5.7	-8.7	0.2	1.5	-1.1	-0.4	1.9	0.2	-0.6	0.7	O=C(C1=C(O)C(=O)N(CC2CCCO2)C1c1cccc(Cl)c1)c1ccco1 (configuration not stated)
5.2	-11.5	2.1	-8.6	5.3	10.2	-4.4	-1.1	1.5	-3.6	COc1ccc(O)c(C=NCC(C)N=Cc2cc(OC)ccc2O)c1 (configuration not stated)
-11.0	-0.2	5.5	6.5	3.1	-0.4	1.3	0.1	0.9	-2.0	CCN(C(=O)CSc1nnc2c3ccccc3n(CC)c2n1)C1CCS(=O)(=O)C1 (configuration not stated)
4.9	-2.5	11.4	-1.2	-0.6	-6.8	-2.2	0.5	0.0	7.6	C=CCn1c(SCc2c(C(=O)OC)sc(N)c2C(=O)OC)nnc1-c1ccc(Cl)cc1
-10.9	2.2	6.4	-3.6	-3.9	7.7	-1.2	-0.6	-6.3	-3.7	COc1ccc(CNC(=O)Cc2cccs2)cc1OC
-6.2	3.3	7.6	3.7	2.4	2.0	3.2	-0.2	-3.6	4.2	COc1ccc(C(c2nnnn2Cc2cccs2)N2CCC(C(N)=O)CC2)c(OC)c1 (configuration not stated)
-2.9	3.1	1.8	1.6	1.5	12.6	-0.1	-0.8	3.0	1.5	COC(=O)c1ccc(/C=N/NC(=O)CC(=O)NCC(C)C)cc1
